FLuc counter: firefly luciferase modulation, counter-screen for miR-21 project. P08659. purified FLuc, Km substrates, luminescence inhibition. Potency, µM (doses to about 57.5 µM), without a hit: top-dose activity change, negative = inhibition, hits mostly inhibitors. 6.9% of 360,000 active. AID 588342;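 also: potency is read from the fitted curve at half-maximal effect; plate controls were vehicle for no effect and reference inhibitor for full effect; nearly all actives have a fitted effect of over 55% in size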
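Biochemical qHTS of compounds, final roughly 60 µM downward over six points, against 10 nM purified firefly luciferase using Km concentrations of substrates (10 uM D-luciferin, 10 uM ATP) in Tris acetate pH 7.5 buffer; luminescence output.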
Rab9 promoter act: Rab9 promoter activation; Potency, µM (series often up to 9.22 µM), for the others: top-dose activation, negative = inhibition, hits mostly activators; Huh7 Rab9 promoter-luciferase reporter, luminescence, 24 h; 2.8% of 320,000 active; also: potency is read from the fitted curve at half-maximal effect; % of control where 0% means no effect; nearly all actives have a fitted effect of over 60% in size
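Huh7 cells stably carrying Rab9 promoter–luciferase reporter, plated 1500 cells/well, compound added after 2 h and incubated 24 h at 37 °C; luciferase luminescence then read after 10 min with detection reagent.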
RORgamma inh: blocks mouse ROR gamma transcriptional activity | P51450 | Drosophila S2 Gal4-RORgamma UAS-luciferase reporter, 20 h | Potency, µM (doses to about 53.6 µM), inactives show top-dose activity change, negative = inhibition, actives largely listed as inhibitors | 5.4% of 310,000 active; also: potency is read from the fitted curve at half-maximal effect; % is scaled to controls: 0 for no effect and ±100 for the full control effect; nearly all actives have a fitted effect of over 60% in size
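Read-out: Photinus luciferase luminescence; inhibitors lower reporter signal. Insect Schneider cells with Gal4-ROR gamma fusion under metallothionein promoter, UAS reporter; 700 uM final copper sulfate induction, 20 hr, ambient temperature.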
p53 reactivator: mutant p53 re-activation in reporter cells; AID 504706; 0.063% of 320,000 active; H1299 p53-A138V BP100-luciferase reporter, luminescence, 24 h; Potency, µM (doses to about 92.2 µM), without a hit: top-dose activity change, positive = activation, hits mostly activators; also: potency is read from the fitted curve at half-maximal effect; % of control where 0% means no effect; nearly all actives have a fitted effect of over 45% in size
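p53-null H1299 cells stably carrying temperature-sensitive p53-A138V and a BP100-luciferase reporter were pinned with compounds (4-point, 1:5 series) and held 24 hrs at 37 deg C. Luminescence was read 10 min after detection reagent.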
NPC1 prom act: activates the NPC1 promoter; Huh7 NPC1 promoter luciferase reporter, 24 h; Potency, µM (titrated, usually from 9.22 µM), for the others: at the highest dose activation, hits mostly activators; 2.4% of 320,000 active;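 also: potency is read from the fitted curve at half-maximal effect; % of control where 0% means no effect; nearly all actives have a fitted effect of over 60% in size; reporter is driven by a mutant NPC1 promoter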
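Compounds in DMSO were transferred onto Huh7 NPC1-luciferase reporter cells pre-incubated 2 h; after 24 h at 37 °C, Amplite reagent was dispensed and luminescence recorded 10 min later.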
PKM2 activator: PKM2 (human) enzyme activation. Potency, µM (doses to about 57.5 µM), for the others: top-dose activation, actives largely listed as activators. P14618. 0.34% of 260,000 active. purified PKM2, Kinase-Glo ATP luminescence, activation; response scale: 0% is enzyme alone, no compound; also: potency is read from the fitted curve at half-maximal effect; % is scaled to controls: 0 for no effect and ±100 for the full control effect; nearly all actives have a fitted effect of over 55% in size
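ATP formation by purified human PK-M2, quantified via coupled luciferase luminescence after 1 h at room temperature with 0.1 mM ADP and 0.5 mM PEP final.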
BRCA1 expr act: increases BRCA1 expression; MCF7-BRCA1-FFLuc reporter, luminescence, 48 h; response scale: scaled: vehicle 0%, 10 µM genistein 100%; Potency, µM (top dose mostly 46.1 µM), without a hit: at the top dose activation, most hits filed as activators; 1.1% of 380,000 active; also: potency is read from the fitted curve at half-maximal effect; nearly all actives have a fitted effect of over 80% in size; some results filed as inactive show a strong effect at the top dose
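MCF7-BRCA1-FFLuc cells, 2000/well in phenol-red-free MEM, attached 2 h then treated 48 h at 37 C. Luciferase luminescence read 15 min after reagent; normalized to genistein maximum activation (10microM) and DMSO, concentration-response fitted.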
Menin MLL FP TR: displaces Texas Red mutant MLL peptide from human menin. 0.23% of 270,000 active. O00255. AID 1768. Menin + Texas Red MLL mutant peptide, fluorescence polarization. Potency, µM (titrated, usually from 61.6 µM), for inactives: at the highest dose FP activity change, negative = inhibition, usual class: inhibitors; active = well fitted inhibition curve with a large enough effect in the polarisation, with a control signal flat, not every such curve was filed as active; inconclusive = small, poorly fitted or top-dose-only effect, or effect the other way, or a change in a side signal; inactive = no such curve, though single readings can be large or run the other way; the % refers to the polarisation; also: potency is read from the fitted curve at half-maximal effect; % of control where 0% means no effect; many of its hits are not listed in these tables
Target sequence (O00255 whole entry, looked up): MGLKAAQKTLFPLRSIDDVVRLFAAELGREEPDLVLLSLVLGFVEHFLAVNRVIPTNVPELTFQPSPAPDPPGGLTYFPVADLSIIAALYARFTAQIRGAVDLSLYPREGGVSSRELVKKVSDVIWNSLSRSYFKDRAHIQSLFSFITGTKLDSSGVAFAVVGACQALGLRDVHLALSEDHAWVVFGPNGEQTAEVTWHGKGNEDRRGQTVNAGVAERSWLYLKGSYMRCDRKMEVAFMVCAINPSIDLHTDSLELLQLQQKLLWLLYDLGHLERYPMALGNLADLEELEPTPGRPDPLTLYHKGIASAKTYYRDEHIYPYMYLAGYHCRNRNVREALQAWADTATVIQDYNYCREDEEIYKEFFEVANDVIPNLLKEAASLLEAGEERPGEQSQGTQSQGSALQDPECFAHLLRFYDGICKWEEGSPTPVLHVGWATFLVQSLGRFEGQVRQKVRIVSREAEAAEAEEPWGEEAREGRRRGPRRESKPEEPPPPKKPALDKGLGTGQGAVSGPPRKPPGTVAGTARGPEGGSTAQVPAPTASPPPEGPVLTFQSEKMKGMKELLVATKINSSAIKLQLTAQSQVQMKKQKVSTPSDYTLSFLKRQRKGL
Gal4-VP16 FLuc: Gal4-VP16 reporter inhibition counter-screen. 3.5% of 310,000 active. Drosophila S2 Gal4-VP16 UAS-luciferase, luminescence, 20 h. Potency, µM (highest dose often 53.6 µM), for inactives: top-dose activity, negative = inhibition, usual class: inhibitors;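 also: Gal4-VP16 expression switched on by copper sulfate through the metallothionein promoter; potency is read from the fitted curve at half-maximal effect; % is scaled to controls: 0 for no effect and ±100 for the full control effect; nearly all actives have a fitted effect of over 50% in size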
ELG1 genotox: induces genotoxicity in HEK293T cells with luciferase-tagged ELG1 | HEK293T ELG1-luciferase reporter, luminescence, 16 h | Potency, µM (top dose mostly 46 µM), inactives show at the highest dose activity change, positive = activation, usual class: activators | 1.3% of 330,000 active | AID 504466; also: potency is read from the fitted curve at half-maximal effect; % of control where 0% means no effect; nearly all actives have a fitted effect of over 60% in size
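Genotoxic stress is detected as increased luminescence from luciferase-tagged ELG1 in HEK293T cells, measured with ONE-Glo after a 16 hr treatment at 37 °C.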
Giardia kill: kills Giardia lamblia | AID 540267 | 0.15% of 340,000 active | Giardia lamblia trophozoite viability | activity change, % at 7.66 µM, hits read low; in the data active = activity change below about -80%; inconclusive = between about -30% and that limit;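 also: parasites exposed to compound for two days anaerobically before the ATP read; % is scaled to controls: 0 for no effect and ±100 for the full control effect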
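Viability, read as ATP luminescence: trophozoites at 100 cells/well, compound added, 48 hrs anaerobic at 37 deg C, then 15-30 min room-temperature development before reading.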
* marks the source's active call; other numbers are inactive results; u = inconclusive; x = no result given; & = joins results of further samples; [ ] = another dose, or the depositor's remark. Unless noted, calls follow the shape of the dose curve; as a rule, active = well fitted curve in the direction sought with a large enough effect; inconclusive = small, poorly fitted or top-dose-only effect, or another doubt; inactive = no such curve, though single readings can be large; an effect the other way counts as inactive or inconclusive. Only part of the results is shown (hit frequency here may not be typical).

SMILES	FLuc counter	Rab9 promoter act	RORgamma inh	p53 reactivator	NPC1 prom act	PKM2 activator	BRCA1 expr act	Menin MLL FP TR	Gal4-VP16 FLuc	ELG1 genotox	Giardia kill
CN(CC(=O)Nc1ccc(Cl)cc1)C(=O)c1cccc(S(=O)(=O)N2CCN(Cc3ccccc3)CC2)c1	2%	-9%	x	-2%	-10%	x	-72%	x	x	-14%	-12
CCCNS(=O)(=O)c1ccc(OCC(=O)N2CCOCC2)cc1	-2%	-2%	-23%	0%	-7%	-2%	0%	15%	-9%	0%	-11
O=C1C(=O)N(c2cccc(Cl)c2)C(c2ccccc2[N+](=O)[O-])/C1=C(\O)c1ccccc1 (stereo not drawn)	u	4%	u	6%	18%	4%	-20%	u	-25%	0%	-3
CN(C)S(=O)(=O)n1cc(/C=C(\NC(=O)c2ccccc2Cl)C(=O)NCCCN2CCOCC2)c2ccccc21	-17%	-2%	0%	-11%	-2%	x	3%	-10%	-7%	-5%[9.26 µM]	7
CC(=O)c1ccc(S(=O)(=O)NCc2ccc(C(=O)NCC(c3ccccc3)N(C)C)cc2)cc1 (stereo not drawn)	-5%	8%	8%	-1%	1%	-3%	0%	-3%	3%	2%	11
N#Cc1ccc(C(=O)Nc2nc3ccccc3[nH]2)cc1	2.4µM*	1.8µM*	3.5µM*	u	1.8µM*	-19%	u	0%	7.1µM*	u	-8
Cn1nc(CC(=O)Nc2ccc(N3CCN(C(=O)OC(C)(C)C)CC3)cc2)c2ccccc2c1=O	2%	-27%	u	-2%	-33%[inhibitor]	4%	-49%	-10%	2.5µM*	-2%	7
O=C(Cc1cccc2ccccc12)NN1C(=O)CSC1=S	-16%	-1%	-2%	2%	-9%	7%	0%	5%	-1%	-1%	-6
O=C(NCC1CCCCC1)c1ccc(Cl)c(S(=O)(=O)N2CCOCC2)c1	-1%	-5%	x	-10%	14%	x	-26%	x	x	-7%	-14
O=C(CSc1nc2c(cnn2-c2ccc(F)cc2)c(=O)[nH]1)N1CCOCC1	2%	2%	-5%	-9%	0%	6%	2%	-9%	-4%	0%	1
Cc1cnc(C(=O)NNC(=O)c2ccc(Br)cc2)cn1	-1%	-3%	x	3%	1%	x	-49%	x	x	6%	-12
CN(C)S(=O)(=O)c1cccc(NC(=O)COC(=O)c2cc(-c3cccc(Br)c3)nc3ccccc23)c1	u	-3%	19%	18%	0%	3%	-34%	u	-1%	-3%	6
COc1ccc(NCc2nnc(SCC(=O)NNC(=O)c3ccc(C)cc3)n2C)cc1	-12%	0%	-18%	-2%	-2%	1%	6%	0%	3%	0%	8
O=C(NCc1nc(-c2ccccc2)cs1)c1ccccc1	u	21%	30%	3%	1%	1%	22%	17%	8%	4%	-1
CSc1nc(C)cc(Oc2ccc(=O)[nH]n2)n1	-3%	0%	21%	-1%	-4%	-4%	-18%	3%	-3%	1%	-1
Cc1oc(-c2ccc(Cl)cc2)nc1CN1CCC(C(=O)NCCCN2CCCC(C)C2)CC1 (stereo not drawn)	-1%	-8%	1%	-17%	0%	x	-36%	x	1%	12%	23
O=C(NC1CCCCC1)c1nc2c(nnn2Cc2ccccc2Cl)c(=O)[nH]1	-4%	-7%	24%	2%	1%	12%	-32%	16%	-9%	0%	9
O=C(NCCc1ccc(Cl)cc1)C1CCN(S(=O)(=O)N2CCC3(CC2)OCCO3)CC1	0%	1%	7%	-7%	0%	13%	-20%	-15%	7%	-6%	7
C=CCNC(=S)NNC(=O)c1ccccc1	5%	-1%	u	-1%	-2%	10%	14%	11%	u	-2%	-11
CCOC(=O)c1oc2cc(OCC(N)=O)ccc2c(=O)c1-c1ccc(OC)c(OC)c1	-2%&-1%	1%&-2%	u	-4%	0%&-1%	-20%&27%	2%	21%&11%	19%&-6%	1%	-14
Cc1nc(C(=O)N2CCc3c([nH]c4ccccc34)C2c2cc(F)ccc2F)cs1 (stereo not drawn)	-15%	17%	39%	7%	-4%	-9%	-27%	u	-25%	-4%	2
O=C(c1cc2sccc2n1Cc1ccccc1)N1CCN(c2nc3ccccc3s2)CC1	0%	-31%[inhibitor]	-26%	0%	-28%	-1%	-71%	-9%	10µM*	-8%	8
COc1ccc(CNC(=O)CCc2c(C)nc3cc(-c4ccccc4OC)nn3c2C)cc1	-13%	-1%	-18%	8%	-4%	-6%	-45%	x	-9%	0%	-11
COc1ccccc1CCNS(=O)(=O)c1c(C)n(C)c(=O)n(C)c1=O	2%	-5%	-15%	-6%	-3%	1%	7%	-2%	3%	-1%	-9
CC1=NN(C(C#N)c2ccccc2)C(C)(C)C1 (stereo not drawn)	1%	-7%	-7%	4%	1%	-15%	29%	-1%	-3%	0%	-12
Cc1ccc(NS(=O)(=O)c2cccc(C(=O)N3CCCC(C)C3)c2)cc1 (stereo not drawn)	-2%	-6%	x	-4%	-3%	x	-18%	x	x	-10%	-5
COc1cc2c(cc1OC)CN(C(=S)NC(=O)c1ccccc1)CC2	-15%	-35%[inhibitor]	5.6µM*	-4%	-32%[inhibitor]	3%	-8%	-5%	3.2µM*	-1%	5
CCCCN(CCCC)C1=Nc2ccccc2N/C1=C(/C#N)C(=O)OCC	1%	-1%	-26%	-7%	-2%	-1%	-55%	u	-28%	-7%	22
Cn1c(Cc2ccccc2)nnc1SCC(=O)Nc1cccc(S(=O)(=O)NC2=NCCCCC2)c1	-2%	1%	-19%	2%	-4%	3%	-4%	-1%	-8%	-1%	-2
CCN(CC(=O)NCc1cccs1)C(=O)c1cc(S(=O)(=O)N2CCCCC2)ccc1Cl	-1%	-4%	x	0%	1%	x	-28%	x	x	-8%	4
CCn1nc(C)c(CN2CCC(C(=O)Nc3cccc(-c4cccc(F)c4)c3)CC2)c1C	-2%	0%	-13%	4%	-15%	x	17%	x	u	-5%	-23
CC(C)(O)C#Cc1ccc(CN2CCN(C3CCCCC3)C(CCO)C2)cc1 (stereo not drawn)	1%	-9%	-21%	-6%	4%	22%	1%	-4%	-14%	0%	5
CC(=O)Nc1nonc1NC(=O)CSc1nc2ccccc2o1	-16%	-1%	0.79µM*	-1%	1%	4%	7%	27%	4µM*	1%	-4
CSc1ccccc1C(=O)Nc1cccc(C)c1	u	4%	7%	4%	1%	8%	30%	-6%	-7%	14%	-15
CC(C)CN1CCC(CNC(=O)CCc2nnc(Cc3c[nH]c4ccccc34)o2)CC1	-15%	-2%	18%	-4%	-1%	-7%	-4%	17%	-13%	-1%	1
Cc1ccc(-c2csc3ncnc(SCC(=O)c4ccc5c(c4)OCCO5)c23)cc1	2%	4%	0%	-5%	-5%	-2%	-7%	u	5%	-11%	-1
COc1cc(Cl)c(S(=O)(=O)NCCN2CCOCC2)cc1Cl	-2%	0%	1%	1%	-2%	-2%	-18%	x	0%	1%	-2
CC(=O)N1CCc2cc(S(=O)(=O)NCCC(=O)NCCc3ccc(Cl)cc3)ccc21	4%	-6%	u	9%	-8%	x	5%	10%	u	-9%	9
Cc1ccc(-c2nnc(Nc3ccc(OCC(N)=O)cc3)c3ccccc23)cc1S(N)(=O)=O	-15%	14%	16%	-3%	-5%	x	-25%	-12%	-19%	0%	7
CC(C)NC(=O)CN1CCN(Cc2nc(C(c3ccccc3)c3ccccc3)no2)CC1	-1%	-1%	22%	-2%	-2%	-4%	-2%	-9%	-2%	-1%	20
COc1cc(Cl)ccc1NC(=S)N(CCCN1CCOCC1)Cc1cn(C)c2ccccc12	-1%	1%	11µM*	-14%	1%	0%	-87%	10%	u	-2%	-26
O=C(CSc1nc(=O)n2ccccc2n1)N1CCCc2ccccc21	1%	1%	x	-1%	0%	x	3%	x	x	0%	-1
Cc1ccc(CC(=O)NNC(=O)c2ccncc2)cc1C	-6%	-1%	x	2%	-2%	x	-7%	x	x	0%	-23
O=C(Nc1ccc(O)c(C(=O)O)c1)Oc1ccccc1	13µM*	12%	-18%	3%	1%	8%	23%	16%	u	3%	12
Cc1ccc(N=Cc2c(O)cc(C)oc2=O)c(C)c1	-13%	0%	11%	2%	-1%	0%	0%	-1%	-3%	2%	9
CC(=O)N(C)c1nnc(-c2cnccn2)s1	3%	5%	25%	1%	0%	3%	-2%	17%	13%	6%	6
Cc1cccc(-c2nnc(SCCC(=O)N3CCOCC3)o2)c1	u	-2%	u	-26%	6%	-24%	-44%	-16%	7.1µM*	5%	25
CSc1nc2ccccc2n1CC(=O)N1CCCCC1	-1%	1%	-1%	-2%	14%	-18%	-3%	10%	-5%	4%	4

Compound activity (PubChem)
